# From PubChem BioAssay
# NRP1-CendR mod: modulators of CendR peptide binding to human neuropilin-1. O14786. FAM-RPARPAR peptide binding to NRP-1, fluorescence polarization. inhibition, % at 25 µM. 360,000 tested, 0.85% active;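 active = inhibition or corrected inhibition above about 18%, plus a signal ratio from 0.5 to 1.5, limit read from the data, passing the limit was not always enough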; also: strong numbers were not always called active
# SUMO1-SIM PPI: alters human SUMO1 binding to SIM partners; inhibition, % at 20 µM; SUMO1 binding to a labelled peptide, TR-FRET, 1 h; P63165; 360,000 tested, 0.33% active; in the data active = inhibition above about 37%
# Target sequence (P63165 whole entry, looked up): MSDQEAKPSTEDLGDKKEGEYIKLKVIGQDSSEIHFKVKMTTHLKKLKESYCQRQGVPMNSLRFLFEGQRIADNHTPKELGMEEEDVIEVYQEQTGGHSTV
# LMPTP inh: blocks human LMPTP phosphatase | inhibition, % at 20 µM | AID 651560 | recombinant LMPTP-A, OMFP fluorogenic substrate, fluorescence intensity | 360,000 tested, 0.22% active | P24666;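 active = compounds that cut the enzyme signal by at least half of the control window in the single-dose screen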;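 also: plate controls were DMSO wells with enzyme plus substrate for no effect and substrate without enzyme for full effect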
# Target sequence (P24666 whole entry, looked up): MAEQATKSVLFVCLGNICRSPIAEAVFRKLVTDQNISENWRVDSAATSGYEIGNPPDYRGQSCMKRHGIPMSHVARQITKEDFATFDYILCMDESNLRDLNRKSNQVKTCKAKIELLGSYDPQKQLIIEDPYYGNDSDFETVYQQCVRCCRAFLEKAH
#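 Assay system: LMPTP-A enzyme. Input: 0.625 nM LMPTP-A final. Probe or stimulus: 400 µM OMFP. Compound dosing: single 20 µM dose. Schedule: 50 min dark incubation at room temperature. Detection: fluorescence intensity of OMFP turnover product. Read-out: percent inhibition versus substrate-only and uninhibited controls. Benchmarks: no-enzyme low control, uninhibited high control.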
# Neddyl block: inhibitors of human cullin neddylation; TR-FRET cullin neddylation, biochemical; calls only at 25 µM; 360,000 tested, 0.58% active; in the data active = inhibition above about 36%
# SKN-1 inh: C. elegans SKN-1 inhibition | AID 624304 | C. elegans VP596 Pgst-4::GFP/RFP ratio, acrylamide-induced, 24 h | 360,000 tested, 0.49% active | inhibition, % at 21.8 µM;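 active = interference check ratio from 0.5 to 1.5 plus GFP to RFP signal ratio inhibition reaching or exceeding a fixed threshold, cut at about 30% in these data, passing the limit was not always enough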; also: some compounds called inactive have numbers as strong as hits
# STEP inh: blocks human striatal-enriched tyrosine phosphatase. AID 588621. recombinant STEP, OMFP fluorogenic substrate, fluorescence. 360,000 tested, 0.25% active. inhibition, % at 20 µM;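 active = inhibition at 20 µM, scaled per plate between control wells, above about 37%, limit read from the data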;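 also: 0% = DMSO with enzyme and substrate and 100% = substrate only without enzyme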
# Target sequence (P54829 whole entry, looked up): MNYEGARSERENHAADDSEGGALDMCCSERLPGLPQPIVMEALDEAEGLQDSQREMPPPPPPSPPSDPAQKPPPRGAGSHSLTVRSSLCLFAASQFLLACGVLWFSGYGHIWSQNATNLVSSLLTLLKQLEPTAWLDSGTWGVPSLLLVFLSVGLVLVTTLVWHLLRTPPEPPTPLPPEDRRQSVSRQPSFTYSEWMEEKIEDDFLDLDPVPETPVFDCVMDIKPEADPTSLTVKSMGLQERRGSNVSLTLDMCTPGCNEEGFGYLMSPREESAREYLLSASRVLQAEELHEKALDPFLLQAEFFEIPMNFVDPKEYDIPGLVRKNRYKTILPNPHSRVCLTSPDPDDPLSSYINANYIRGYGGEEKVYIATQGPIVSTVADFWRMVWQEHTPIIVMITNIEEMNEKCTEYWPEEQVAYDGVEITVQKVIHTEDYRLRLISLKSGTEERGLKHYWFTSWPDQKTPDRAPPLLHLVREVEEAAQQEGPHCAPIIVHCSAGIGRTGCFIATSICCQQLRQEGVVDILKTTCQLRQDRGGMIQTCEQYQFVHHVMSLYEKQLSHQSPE
#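 Measure: Control-normalized % inhibition with plate pattern correction | Test system: STEP phosphatase, cell-free reaction | Medium: pH 6.0 Bis-Tris with DTT and Tween 20 | Technique: Fluorescence, 480/540 nm | Times: Reaction 20 min, ambient temperature | Doses: Single compound dose of 20 µM, 1% DMSO final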
# Scp-1 inhibitor: inhibitors of human Scp-1 phosphatase | 340,000 tested, 0.88% active | inhibition, % at 20 µM | Q9GZU7 | Recombinant Scp1, phosphopeptide, malachite green phosphate absorbance | AID 493091;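 active = inhibition above about 50% at 20 µM, limit read from the data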;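 also: plate controls were DMSO wells with enzyme for no effect and wells lacking enzyme for full effect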
# Target sequence (Q9GZU7 76-261 limits assumed): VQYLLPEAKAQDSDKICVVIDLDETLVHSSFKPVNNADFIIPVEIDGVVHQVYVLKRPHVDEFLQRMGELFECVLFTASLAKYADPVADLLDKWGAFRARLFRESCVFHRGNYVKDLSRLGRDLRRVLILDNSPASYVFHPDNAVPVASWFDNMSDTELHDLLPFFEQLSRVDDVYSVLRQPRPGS
#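 System: SCP-1 catalytic domain; Reagent: Phospho 17-mer peptide substrate; Doses: one concentration, 20 µM, with 1.0% DMSO; Incubation: 45 min room-temperature reaction, 5 min colour, 30 min stabiliser; Signal: Phosphate-binding colour reagent, absorbance read at 630 nm.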
# TbMetRS inhib: blocks T. brucei methionyl-tRNA synthetase activity | purified T. brucei MetRS, ATP depletion, Kinase-Glo luminescence | inhibition, % at 11.9 µM | 360,000 tested, 0.4% active;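 active = inhibition above a per-plate cutoff of the control wells' mean inhibition plus 3 SD, cut at about 5.5% in these data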;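 also: 0% = DMSO wells median and 100% = median of wells with control inhibitor compound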
#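 Test system: purified T. brucei MetRS enzyme. Also added: ATP, methionine and E. coli bulk tRNA substrates. Compound: 11.9 µM single point. Schedule: 15 min enzyme-compound preincubation, 2 h reaction, 10 min detection, 25 °C. Signal: luciferase luminescence of residual ATP, Kinase-Glo. Evaluation: percent inhibition versus plate control medians. Controls: DMSO wells, low control.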
# NadD block: inhibitors of Staphylococcus aureus NadD; inhibition, % at 20 µM; 360,000 tested, 0.78% active; purified NadD enzyme, colorimetric absorbance read-out; in the data active = inhibition above about 26%; also: some compounds past the cut are filed as inactive
# DNMT1 inh: blocks human DNA methyltransferase DNMT1 | 360,000 tested, 0.83% active | P26358 | DNMT1 molecular beacon, Hinp1I cleavage, fluorescence | inhibition (reported as % activation of signal), % at 10 µM; in the data active = inhibition above about 50%
# * hit, by the source's call; i = inactive; x = not tested or not shown; + = active, no number.
SMILES,NRP1-CendR mod,SUMO1-SIM PPI,LMPTP inh,Neddyl block,SKN-1 inh,STEP inh,Scp-1 inhibitor,TbMetRS inhib,NadD block,DNMT1 inh
CCCc1nc(SCC(=O)Nc2nnc(CC)s2)c2c(=O)n(C)c(=O)n(C)c2n1,8,-5,-0.9,i,11,-2,-2,-0.2,-2,2
O=C(NCc1cccc(C(F)(F)F)c1)C1CCCN(c2cnccn2)C1 (stereo not drawn),8,-6,-0.9,i,5,-1,-3,0.2,-4,3
O=C(Nc1ccnn1C1CCN(C(=O)c2ccc(Cl)cc2)CC1)C1CC1,6,1,-1.5,i,18,2,-11,0.5,1,0
O=C(CCN1C(=O)c2ccccc2S1(=O)=O)Nc1ccc(Cl)cc1,-1,2,-0.5,i,13,-1,-6,-0.4,-4,-2
O=C(CSc1ccc(-c2ccc(F)cc2)nn1)N1CCOCC1,12,0,-2.0,i,-5,-4,0,-0.5,-8,7
CCOC(=O)C1CCN(C(=S)Nc2ccc(CC)cc2)CC1,-8,7,-0.3,i,9,6,7,-1.0,7,3
O=C(NCc1cccc(Cl)c1)C1CCN(S(=O)(=O)c2ccc(F)cc2)CC1,4,3,0.4,i,1,-2,-16,0.0,-7,2
CCC(=O)NC(=S)Nc1ccccc1C(=O)NC1CCCCC1,-1,0,-1.3,i,-5,-1,2,0.3,6,3
COc1cc(NC(=O)CN(c2ccc(C)cc2)S(=O)(=O)c2c(C)noc2C)cc(OC)c1,5,0,1.6,i,12,-1,-12,-0.2,-3,3
CCN(CC)S(=O)(=O)c1ccc(NC(=O)c2ccc(NS(C)(=O)=O)cc2)cc1,3,0,0.6,i,7,2,-8,-0.3,-6,-4
CNC(=O)c1ccc2c(c1)nnn2C,-9,1,-2.2,i,5,-2,-5,-0.2,-5,-1
Cc1ccc(C(=O)/C=C2/NC(=O)CS2)cc1,-6,3,-2.3,i,-13,0,-2,-0.2,1,2
Nc1c2c(nc3sc4c(c13)CCCCC4)CCCCC2,-2,1,5.3,i,2,-1,3,-0.2,-2,13
COC(=O)c1ccc(COc2ccccc2/C=N/O)o1,2,-8,-0.5,i,0,-1,-7,-0.6,2,-4
Cc1ccoc1C(=O)N1CCCC(CO)(Cc2ccc(F)cc2)C1 (stereo not drawn),7,4,-1.5,i,9,-1,-12,-0.4,1,-1
C/C=C/C=N/Nc1nc(-c2ccc([N+](=O)[O-])cc2)cs1,-5,-18,-1.0,i,16,2,-5,0.1,6,3
O=C(NCc1nnc2c(C(F)(F)F)cc(Cl)cn12)c1ccc(Br)o1,-9,-2,0.3,i,-8,1,-10,0.5,-5,2
COc1ccc(/C=N/NC(=O)c2c([N+](=O)[O-])c(C)nn2C)cc1,-6,0,0.4,i,2,2,-4,0.3,-4,1
COc1cccc(Nc2nc3ccc(OC)cc3s2)c1,-4,3,1.5,i,23,0,-5,0.7,-6,-7
C=CCNc1nc(C(=O)OCC(=O)Nc2cc(S(C)(=O)=O)ccc2Cl)cs1,1,-11,0.0,i,10,-1,3,-0.3,2,-2
Cc1cc(NC(=O)c2cc(C(C)(C)C)oc2C)no1,-4,2,0.6,i,2,0,6,-0.8,4,1
COc1ccc2c(CC(=O)Nc3nnc(C4CC4)s3)coc2c1,-8,-1,0.4,i,14,1,3,-0.4,-4,2
O=C(N/N=C/c1ccco1)c1ccccn1,0,-15,-0.6,i,-1,2,-7,-0.8,-1,1
CCOc1ccc(/C=N/NC(=O)CNC(=O)c2ccc(S(=O)(=O)N3CCOCC3)cc2)cc1,4,-5,-0.9,i,7,0,-7,-0.1,-1,-2
CCOc1ccc(NC(=O)CN(C)C(=O)c2ccc(N3CCOCC3)c([N+](=O)[O-])c2)cc1OCC,-6,-15,3.4,i,9,0,-2,-0.2,2,2
CCN1C(=O)/C(=C\N2CCCCCC2)SC1=S,8,-15,-0.3,i,3,-8,-15,-0.3,-4,1
Oc1csc(Cc2nc(-c3ccc4ccccc4c3)cs2)n1,-11,-1,-0.3,i,-24,2,3,-1.1,56*,-9
C=CCNC(=S)/N=c1\sccn1C,-5,2,-0.2,i,-2,3,-3,-0.5,-4,1
CC(C)(C)NC(=O)c1cc(F)c(F)cc1Cl,-1,0,-1.3,i,-9,0,-5,-0.8,-5,2
COc1ccc(/C(C)=N/NS(=O)(=O)c2cc(C)ccc2C)c(OC)c1,-3,0,-0.2,i,8,0,1,-0.7,18,-2

# Three compounds from above, ordered by the value under NRP1-CendR mod, highest first:
canonical_smiles | NRP1-CendR mod | SUMO1-SIM PPI | LMPTP inh | Neddyl block | SKN-1 inh | Scp-1 inhibitor | TbMetRS inhib | NadD block | DNMT1 inh
CCN1C(=O)/C(=C\N2CCCCCC2)SC1=S | 8 | -15 | -0.3 | i | 3 | -15 | -0.3 | -4 | 1
Cc1cc(NC(=O)c2cc(C(C)(C)C)oc2C)no1 | -4 | 2 | 0.6 | i | 2 | 6 | -0.8 | 4 | 1
Oc1csc(Cc2nc(-c3ccc4ccccc4c3)cs2)n1 | -11 | -1 | -0.3 | i | -24 | 3 | -1.1 | 56* | -9

# (cont.)
SMILES,NRP1-CendR mod,SUMO1-SIM PPI,LMPTP inh,Neddyl block,SKN-1 inh,STEP inh,Scp-1 inhibitor,TbMetRS inhib,NadD block,DNMT1 inh
COCCNCc1nc2sc(C)c(-c3ccccc3)c2c(=O)[nH]1,-9,-1,-1.1,i,-4,-2,-7,-0.6,-3,-3
O=C(/C=C/c1ccccc1)Nc1cc(S(=O)(=O)N2CCOCC2)ccc1N1CCCC1,-8,-5,0.6,i,2,3,0,0.0,1,-5
CCCN1CCOC(CC(=O)Nc2ccc([N+](=O)[O-])cc2)C1=O (stereo not drawn),1,-15,0.1,i,-7,1,-7,0.7,-3,2
CCc1nc2c(OCC(=O)C(C)(C)C)cccn2c1N(C)C(=O)Nc1ccccc1OC,-3,2,-1.9,i,7,-5,x,-0.1,0,1
Cc1c(NC(=O)CSc2cccc3cccnc23)c(=O)n(-c2ccccc2)n1C,5,2,0.4,i,10,2,-8,-0.2,1,-21
CC1(C)CC(=O)C2=C(C1)Nc1ccccc1NC2,4,-13,1.8,i,10,5,3,-0.8,5,-5
CCOC(=O)[C@]12CCC=C1N(CCC1=CCCCC1)C(=O)[C@H](CC(=O)N1CCCC1)C2,8,1,-0.3,i,1,x,x,-0.8,-2,x
CN1CCCCC1CCN1c2ccccc2Sc2ccc(S(C)=O)cc21 (stereo not drawn),15,-5,-0.4,i,14,0,-6,-1.0,0,-2
CCCS(=O)(=O)n1nc(-c2ccc(OC)cc2)cc1N,8,-1,-0.9,i,0,2,-3,-0.1,-3,-3
COc1ccc(C(=O)NC2CC3CCCC(C2)N3Cc2ccccc2)c(OC)c1 (stereo not drawn),4,0,1.7,+,9,4,-4,0.4,3,2
Cc1ccc2[nH]c(CN3CCN(C)C(CCO)C3)c(C)c2c1 (stereo not drawn),-4,-2,-2.0,i,6,-1,-10,-0.2,6,2
Cc1ccc(S(=O)(=O)N2CC3(O)CN(C(=O)OC(C)C)N(C(=O)OC(C)C)CC3(OC(=O)NCc3ccco3)C2)cc1 (stereo not drawn),1,0,-0.6,i,-2,0,x,0.0,-2,0
O=C(Nc1ccc(O)c2c(=O)cc(-c3ccccc3Cl)oc12)c1cccc(Cl)c1,8,3,-0.6,i,1,0,2,-0.4,3,5
COC(=O)c1sc(S(=O)(=O)N2CCCCC2C)c(C(=O)OC)c1C (stereo not drawn),-6,-2,0.8,i,-11,3,-2,-0.3,-8,1
O=C(Cc1cccc2ccccc12)N/N=C/c1ccc(O)c([N+](=O)[O-])c1,8,-12,-2.4,i,1,-1,-7,-0.6,-5,0
CN(C)c1ccc(NC2=C([N+](=O)[O-])CS(=O)(=O)C2)cc1,0,-23,3.8,i,14,-1,-3,-1.5,4,6
CN(C(=O)Cn1nnc(-c2ccc(F)cc2)n1)C1CCS(=O)(=O)C1 (stereo not drawn),6,4,-0.9,i,0,1,-2,-0.4,-7,0
COc1ccc(N(CC(=O)O)S(=O)(=O)c2ccc(OC)c(OC)c2)cc1,8,2,0.4,i,-1,-1,-5,-0.1,-1,2
O=c1[nH]cnc2ccccc12,-6,4,-2.9,i,-9,-1,7,-0.9,-3,-5
CC(C)(C)n1nnnc1C(c1cc2ccccc2o1)N1CCCCC1 (stereo not drawn),14,6,0.5,i,2,x,x,-0.2,-6,x
Cc1ccc(C)c(Cn2c(=O)n(C)c(=O)c3sccc32)c1,-2,3,-0.3,i,2,0,-7,-0.2,-6,0
CCOCC(=O)N1CCN(c2ccccc2OC)CC1,9,2,0.2,i,-6,-2,-5,-0.1,-1,-1

# Ordered by SMILES length (low to high): part of the list above.
SMILES,NRP1-CendR mod,SUMO1-SIM PPI,LMPTP inh,Neddyl block,SKN-1 inh,STEP inh,Scp-1 inhibitor,TbMetRS inhib,NadD block,DNMT1 inh
O=c1[nH]cnc2ccccc12,-6,4,-2.9,i,-9,-1,7,-0.9,-3,-5
CCOCC(=O)N1CCN(c2ccccc2OC)CC1,9,2,0.2,i,-6,-2,-5,-0.1,-1,-1
CCCS(=O)(=O)n1nc(-c2ccc(OC)cc2)cc1N,8,-1,-0.9,i,0,2,-3,-0.1,-3,-3
CC(C)(C)n1nnnc1C(c1cc2ccccc2o1)N1CCCCC1 (stereo not drawn),14,6,0.5,i,2,x,x,-0.2,-6,x
COC(=O)c1sc(S(=O)(=O)N2CCCCC2C)c(C(=O)OC)c1C (stereo not drawn),-6,-2,0.8,i,-11,3,-2,-0.3,-8,1
CN(C)c1ccc(NC2=C([N+](=O)[O-])CS(=O)(=O)C2)cc1,0,-23,3.8,i,14,-1,-3,-1.5,4,6
COc1ccc(N(CC(=O)O)S(=O)(=O)c2ccc(OC)c(OC)c2)cc1,8,2,0.4,i,-1,-1,-5,-0.1,-1,2
O=C(Cc1cccc2ccccc12)N/N=C/c1ccc(O)c([N+](=O)[O-])c1,8,-12,-2.4,i,1,-1,-7,-0.6,-5,0
O=C(Nc1ccc(O)c2c(=O)cc(-c3ccccc3Cl)oc12)c1cccc(Cl)c1,8,3,-0.6,i,1,0,2,-0.4,3,5
Cc1ccc(S(=O)(=O)N2CC3(O)CN(C(=O)OC(C)C)N(C(=O)OC(C)C)CC3(OC(=O)NCc3ccco3)C2)cc1 (stereo not drawn),1,0,-0.6,i,-2,0,x,0.0,-2,0
